# Bioassay records (PubChem)
# BAZ2B block: inhibitors of human BAZ2B bromodomain; Q9UIF8; AlphaScreen BAZ2B-H3K14Ac peptide displacement; Potency, µM (series often up to 114 µM), for the others: at the highest dose activity change, negative = inhibition, actives largely listed as inhibitors; 360,000 compounds, 4.4% hits; AID 504333; also: % is scaled to controls: 0 for no effect and ±100 for the full control effect; nearly all actives have a fitted effect of over 60% in size
#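 Protein-peptide AlphaScreen: BAZ2B 50 nM, b-H3K14Ac 50 nM, 1x PBS pH 7.4 + 0.01% Tween-20. Preincubation 30 min RT; cpd 30 min RT (top 110 uM); beads 20 min RT, light-protected.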
# POLB inh: blocks human DNA polymerase beta activity. P06746. Pol beta primer extension/strand displacement, fluorescence kinetic. Potency, µM (top dose mostly 114 µM), inactives show at the highest dose activity change, negative = inhibition, actives largely listed as inhibitors. 340,000 compounds, 1.3% hits; also: % is scaled to controls: 0 for no effect and ±100 for the full control effect
#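 Human Pol beta at 10 nM; strand-displacement substrate 50 nM final. Compound exposure 15 min at room temperature before start, reaction 10 min at room temperature.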
# JMJD2A Tudor: JMJD2A Tudor domain (human) inhibition; AlphaScreen JMJD2A-Tudor / H3K4me3 peptide binding; O75164; AID 504339; Potency, µM (top dose mostly 114 µM), for inactives: at the highest dose activity change, negative = inhibition, hits mostly inhibitors; 390,000 compounds, 4.4% hits; also: % is scaled to controls: 0 for no effect and ±100 for the full control effect; nearly all actives have a fitted effect of over 50% in size
# Pol iota inh: DNA polymerase iota (human) inhibition; Pol iota fluorescent replication assay, 10 min; Potency, µM (doses to about 115 µM), for inactives: top-dose activity, negative = inhibition, hits mostly inhibitors; 390,000 compounds, 1% hits
#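 Fluorescent replication assay read twice, at 0 min and 10 min after adding 50 nM (final) substrate. Enzyme (10 nM) and compounds were first incubated 15 min at room temperature; enzyme-free buffer wells were negative controls.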
# BLM helicase inh: blocks DNA unwinding by human BLM helicase | recombinant BLM DNA unwinding, fluorescence dequenching | 350,000 compounds, 0.2% hits | P54132 | Potency, µM (doses to about 56.1 µM), for inactives: top-dose activity change, negative = inhibition, usual class: inhibitors;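 also: plate controls were vehicle for no effect and no enzyme for full effect; nearly all actives have a fitted effect of over 35% in size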
# Pol kappa inh: inhibitors of human DNA polymerase kappa; Q9UBT6; purified Pol kappa, fluorescent DNA synthesis assay, 10 min; Potency, µM (doses to about 107 µM), for inactives: top-dose activity, negative = inhibition, hits mostly inhibitors; 400,000 compounds, 0.53% hits; also: % is scaled to controls: 0 for no effect and ±100 for the full control effect
# Target sequence (Q9UBT6 whole entry, looked up): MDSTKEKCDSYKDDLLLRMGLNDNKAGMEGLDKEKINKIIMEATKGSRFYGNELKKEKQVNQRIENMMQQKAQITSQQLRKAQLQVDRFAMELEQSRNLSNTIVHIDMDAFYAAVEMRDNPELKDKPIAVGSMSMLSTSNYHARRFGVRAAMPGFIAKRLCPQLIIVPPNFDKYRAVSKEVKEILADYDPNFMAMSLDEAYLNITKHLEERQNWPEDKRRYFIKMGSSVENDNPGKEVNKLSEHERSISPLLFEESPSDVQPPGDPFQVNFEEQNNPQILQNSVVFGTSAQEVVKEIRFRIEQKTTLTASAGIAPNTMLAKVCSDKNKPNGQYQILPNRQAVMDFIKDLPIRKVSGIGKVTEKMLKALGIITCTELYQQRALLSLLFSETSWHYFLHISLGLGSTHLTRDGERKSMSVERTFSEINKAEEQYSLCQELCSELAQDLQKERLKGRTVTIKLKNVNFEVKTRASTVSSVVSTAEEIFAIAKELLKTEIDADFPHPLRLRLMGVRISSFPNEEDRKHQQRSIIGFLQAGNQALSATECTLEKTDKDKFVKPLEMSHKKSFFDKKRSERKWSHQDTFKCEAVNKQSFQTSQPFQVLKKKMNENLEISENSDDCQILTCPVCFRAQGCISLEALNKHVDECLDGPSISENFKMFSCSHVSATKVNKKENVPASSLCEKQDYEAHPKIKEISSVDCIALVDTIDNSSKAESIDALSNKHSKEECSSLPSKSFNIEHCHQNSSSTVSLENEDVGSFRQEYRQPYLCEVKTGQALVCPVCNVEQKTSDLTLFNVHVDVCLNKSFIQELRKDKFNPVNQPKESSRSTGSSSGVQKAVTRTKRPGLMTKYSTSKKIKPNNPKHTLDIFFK
#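 Kinetic fluorescence readout at 0 and 10 min followed reaction start with substrate at 50 nM final. Beforehand, enzyme (10 nM Pol kappa) stood 15 min with compound at room temperature; buffer-only wells were negative controls.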
# G9a block: inhibitors of human histone lysine methyltransferase G9a; 350,000 compounds, 8.8% hits; G9a H3K9 monomethylation, AlphaScreen, 2 h; Potency, µM (doses to about 102 µM), inactives show at the top dose activity, negative = inhibition, most hits filed as inhibitors; AID 504332; Q96KQ7; also: % is scaled to controls: 0 for no effect and ±100 for the full control effect; nearly all actives have a fitted effect of over 75% in size
#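 G9a (20 nM) preincubated 15 min RT with compounds, then 500 nM biotinylated H3K9 peptide and 20 uM SAM added; 2 h RT reaction. Monomethyl-H3K9 product detected by AlphaScreen with anti-H3K9me1 antibody, streptavidin donor and anti-rabbit IgG acceptor beads.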
# APE1 inh: blocks human APE1 abasic DNA cleavage; Potency, µM (doses to about 65.8 µM), for the others: at the top dose activity change, negative = inhibition, most hits filed as inhibitors; recombinant APE1, TAMRA/BHQ-2 abasic DNA cleavage fluorescence; 350,000 compounds, 0.35% hits; AID 2517;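 also: plate controls were vehicle for no effect and reference inhibitor for full effect; nearly all actives have a fitted effect of over 55% in size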
#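 Activity was derived from the fluorescence gain between first and third kinetic reads (60 s intervals, ex 525/em 598 nm) after 50 nM THF-abasic TAMRA/BHQ-2 duplex was added to 0.75 nM APE1 preincubated 15 min with compound.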
# Pol eta inh: DNA polymerase eta (human) inhibition; Q9Y253; recombinant Pol eta, fluorescent DNA replication assay; Potency, µM (series often up to 114 µM), without a hit: top-dose activity change, negative = inhibition, most hits filed as inhibitors; 390,000 compounds, 1.2% hits; AID 588591; also: % is scaled to controls: 0 for no effect and ±100 for the full control effect
#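 Pol eta (10 nM) was preincubated with compounds for 15 min at room temperature, after which fluorescent replication substrate (50 nM final) was added to start the reaction. Fluorescence was read kinetically at 0 and 10 min.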
# Active calls of the source: *; ? = inconclusive; . = no result given; & = joins results of further samples; [ ] = another dose, or the depositor's remark. Calls follow the shape of the dose curve; as a rule, active = well fitted curve in the direction sought with a large enough effect; inconclusive = small, poorly fitted or top-dose-only effect, or another doubt; inactive = no such curve, though single readings can be large; an effect the other way counts as inactive or inconclusive. Potency is read from the fitted curve at half-maximal effect. Not all compounds are listed; count on the stated rates, not on these rows.
BAZ2B block | POLB inh | JMJD2A Tudor | Pol iota inh | BLM helicase inh | Pol kappa inh | G9a block | APE1 inh | Pol eta inh | compound
-24% | 7% | -9% | 37%[activator] | -3% | -5% | . | 7% | -16% | O=C(O)COc1ccccc1/C=N/NC(=O)CN1CCN(S(=O)(=O)c2ccc(Br)cc2)CC1
-18%[57.1 µM] | -16% | 11% | 6% | -1% | -4% | 12% | 19% | -10% | Cc1c(C)c2ccc(OCC(=O)N3CCN(c4cccc(Cl)c4)CC3)cc2oc1=O
2% | 9% | -10% | -2% | -4% | 6% | 20%[59 µM] | -12% | -11% | O=C(Nc1cccc(-c2nc3ccccc3o2)c1)c1ccc(N2C(=O)C3C4C=CC(C4)C3C2=O)cc1 (stereo unspecified)
-10% | 12% | -5% | 4% | -3% | 8% | . | -1% | -15% | Cc1ccc(NC(=O)c2c(-c3ccccc3Cl)noc2C)nc1
3% | 35% | -14% | -6% | -5% | -1% | . | 18% | -15% | O=C(CSc1n[nH]c(=O)n1Cc1ccco1)N1CCOCC1
3% | 19% | 0% | 6% | -2% | -6% | -2% | -9% | -6% | COc1cccc(NC(=O)CN(C)S(=O)(=O)c2ccc(C)cc2)c1
-3% | 38% | -17% | -15% | -5% | -5% | . | 12% | -1% | Cc1cc(C)n(CC(=O)NNC(=O)CCCOc2ccc(Cl)c(C)c2)n1
-8% | -9% | -3% | 34%[activator] | -2% | 4% | ? | . | -9% | Cc1nn(CCCC(=O)NCc2ccc(F)cc2)c(=O)c2c1sc1ccccc12
-20% | 31% | -7% | -29% | 1% | 1% | ? | 5% | -4% | CCOC(=O)C1=C(C)OC(N)=C(C#N)C1c1ccccc1 (stereo unspecified)
-34% | ? | ? | 6% | -11% | -7% | ? | 7% | -23% | CC(C)Sc1nnc([C@H](Cc2c[nH]c3ccccc23)NC(=O)OC(C)(C)C)o1
. | . | -34% | 10% | -7%[75.6 µM] | 5% | ? | -12%&-8% | -9% | O=C1OCCN1C(=O)[C@H]1[C@H](c2ccc([N+](=O)[O-])cc2)C(c2ccc(F)cc2)=NN1c1ccccc1
. | . | -14% | 28% | . | 23% | . | . | -3% | COc1cc(/C=C/CO)ccc1O[C@@H]1O[C@H](CO)[C@@H](O)[C@H](O)[C@H]1O

# 3 entries from above, with values under each structure:
# The line under a structure holds: BAZ2B block | POLB inh | JMJD2A Tudor | Pol iota inh | BLM helicase inh | Pol kappa inh | G9a block | APE1 inh | Pol eta inh
O=C(CSc1n[nH]c(=O)n1Cc1ccco1)N1CCOCC1
→ 3% | 35% | -14% | -6% | -5% | -1% | . | 18% | -15%
COc1cccc(NC(=O)CN(C)S(=O)(=O)c2ccc(C)cc2)c1
→ 3% | 19% | 0% | 6% | -2% | -6% | -2% | -9% | -6%
Cc1cc(C)n(CC(=O)NNC(=O)CCCOc2ccc(Cl)c(C)c2)n1
→ -3% | 38% | -17% | -15% | -5% | -5% | . | 12% | -1%

# Following part
BAZ2B block | POLB inh | JMJD2A Tudor | Pol iota inh | BLM helicase inh | Pol kappa inh | G9a block | APE1 inh | Pol eta inh | compound
-2% | -6% | -29% | 20% | -8% | -13% | ? | -4% | 0% | CCN(c1ccc2c(c1)OCO2)S(=O)(=O)c1cc(Br)cc2c1N(C(=O)C1CC1)CC2
. | . | . | . | -5% | -5%[60.1 µM] | 5%[0.501 µM] | 0% | . | COc1cccc(Nc2ncc3nc(-c4ccc(Cl)cc4)c(=O)n(C[C@H]4CCCO4)c3n2)c1
-3% | 2% | -3% | -24% | -4% | -5% | . | -3% | -14% | Cc1cc(C)c(OCC(=O)N2CC=C(c3ccccc3)CC2)c(C)c1
6% | 20% | 7% | 30% | 0% | -20% | 15% | 10% | -22% | CCC(C)C(NC(=O)C1CCC(=O)N1C(=O)OCc1ccccc1)C(=O)NC(C(=O)N1CCCC1C(N)=O)C(C)CC (stereo unspecified)
-8% | -15% | -15% | 19% | -2% | -11% | 3%[12.7 µM] | -8% | -17% | CN(C)c1ccc(C(=O)C(O)c2ccc(C(C)(C)C)cc2)cc1 (stereo unspecified)
0% | 6% | -10% | 25% | 2% | -7% | 1% | 4% | -15% | O=C(NNC(=O)c1cccnc1)NC12CC3CC(CC(C3)C1)C2
-8% | 74% | -2% | -5% | -6% | 0% | -4%[59 µM] | . | . | CC1=C(c2ccc(C)c(C)c2)S(=O)(=O)N(Cc2ccc(C(=O)Nc3cc(F)ccc3F)cc2)C1=O
-19% | 32% | 2% | 99%[activator] | -3% | 7% | -1% | 5% | -14% | Cc1ccc(-n2c(C)nn(CC3CC3)c2=O)cc1
-7% | . | -21% | 8% | . | -7% | 1%[0.501 µM] | 50%[activator] | -16% | Cc1ccc(N(Cc2ccccc2)C(=O)c2cc(S(=O)(=O)N3CCOCC3)ccc2N2CCCC2)cc1
-2% | 1% | -9% | -1% | -2% | -8% | 9% | 2% | -10% | CCOC(=O)C1CCN(c2c(N3CCN(Cc4ccccc4)CC3)c(=O)c2=O)CC1
71µM* | ? | ? | ? | -8% | -27% | ? | ? | 35µM* | COc1cc2c(cc1OC)-c1cc(Nc3ccc(C(=O)O)cc3)nc(=O)n1CC2
-15% | -1% | -16% | 25% | -2% | 17% | 9% | -3% | -4% | NNC(=O)c1cc(-c2cccs2)nc2ccccc12
-3% | 4%&6% | -16%&-4% | -10%&3% | -6%&-5% | 4%&0% | 8% | 2% | 1%&-13% | Cc1ccccc1NC(=O)Cn1nnc(C(=O)NCc2ccco2)c1N
8% | 26% | -15% | 98%[activator] | -1% | -12% | 0% | -22% | -4% | Cc1cc(C)cc(OCCNC(=O)c2cc(S(=O)(=O)N3CCOCC3)ccc2F)c1
3% | 6% | -6% | ? | -6% | 8% | 28% | 62%[activator] | -21% | O=C(NCCCN1CCCCC1)c1ccc(CS(=O)c2ccc(F)cc2)o1 (stereo unspecified)
10% | 55% | -3% | 3% | 5% | 3% | 8.9µM* | 10% | 3% | CCOC(=O)c1nsnc1NCCSC(=N)N
0% | 33% | 0% | 23% | -1% | -5% | . | -4% | -20% | Cn1ncc(Br)c1N1C(=O)CCC1=O
1% | ? | -8% | 11% | -2% | 16% | -46% | 1% | -21% | COc1ccc(S(=O)(=O)N2CCN(c3c(C)cccc3C)CC2)cc1OC
0% | -6% | -18% | 17% | -1% | -2% | 20%[59 µM] | -3% | -13% | CCOC(=O)c1ccc(N=C2NC(=O)CS2)cc1
1% | 16% | -9% | 20% | 3% | 0% | -3%[59 µM] | ? | -21% | CC1=C(C(=O)N2CCN(C(=O)c3ccco3)CC2)C2(CCC(C)CC2)OC1=O (stereo unspecified)
7%[22.9 µM] | 23%[22.9 µM] | . | . | -2%[12.4 µM] | . | . | 0%[12.4 µM] | . | CCCCC[C@]12Cc3ccccc3C(O1)C1=C(CC(C)(C)CC1=O)O2
-12% | 10% | -8% | 53%[activator] | -3% | -12% | -1%[59 µM] | 30% | -2% | COc1ccccc1-c1coc2cc(OC(=O)N3CCOCC3)ccc2c1=O
71%[activator] | 15% | 109%[activator] | 27% | -1% | -3% | 72%[activator][12.7 µM] | -2% | -9% | CC1CCN(c2nc(-c3ccccc3)cc(C(F)(F)F)n2)CC1
8% | . | -8% | 10% | . | -2% | 18%[59 µM] | -9% | -11% | O=C(CCC(=O)c1ccccc1)NCc1cccc(C(F)(F)F)c1
-14% | 12% | -13% | 16% | 0% | -2% | -4%[59 µM] | . | -20% | Cc1ccc(-c2cc(C(F)(F)F)n3nc(C(=O)Nc4sc5c(c4C#N)CCC(C)C5)cc3n2)cc1 (stereo unspecified)
3% | 4% | 25% | 22% | 5% | -8% | 58% | -6% | -18% | COCCNC(=O)COC(=O)c1cc(-c2ccc(OC)cc2)nc2ccccc12
-2% | -2% | -12% | -1% | 0% | -7% | 24% | 23% | -19% | Cc1cc(NC(=O)c2ccccc2F)cc(C)c1OCC(=O)N1CCOCC1
-6% | 8% | -9% | 16% | -4% | -22% | . | -5% | -2% | COc1ccc(CCNC(=O)C23CCC(C)(C(=O)C2Br)C3(C)C)cc1OC (stereo unspecified)
. | -23% | -26% | 13% | 2% | 1% | 3%[59 µM] | 4% | -2% | COc1ccc2c(C)cc(SCC(=O)N3CCOCC3)nc2c1
55%[activator] | . | 29% | 23% | . | -13% | -5%[12.7 µM] | 11% | -17% | COc1ccc(OC)c(/C=C/C(=O)OCC(=O)NCc2cccs2)c1
13µM* | ? | 20µM* | 5µM* | 25µM* | 8.9µM* | ? | 1.6µM* | 3.5µM* | O=C(CCO)c1ccc(O)cc1
? | 4% | 0% | ? | -2% | -13% | 1%[59 µM] | . | 3% | CC(C)c1ccc(NC(=O)C2CCCN2S(=O)(=O)c2ccc3nc(-c4ccccc4)[nH]c3c2)cc1 (stereo unspecified)
. | . | ? | -8% | . | -14% | . | -23% | -25% | COc1ccc2[nH]c3c(c2c1)CCN1C(=O)C(CC(=O)NCc2cccc(C(F)(F)F)c2)C[C@H](C(=O)N(C(C)C)C(C)C)[C@@]31C (stereo partly specified)
6% | 22% | -25%[11.4 µM] | 14% | -1% | -4% | 8%[12.7 µM] | -4% | -12% | CCOc1ccc(N2C(N)=NC(N)=NC2(C)C)cc1
-12% | 10% | 71µM* | 18% | -1% | 3% | . | -4% | 2% | S=c1[nH]nc(-c2ccccc2)n1/N=C/c1cccc(Cl)c1
-30% | 19% | 0% | 39%[activator] | -10% | 3% | -23% | 2% | 7% | O=C(O)CSc1c2c(nc3cc(C(=O)Nc4cccc(C(F)(F)F)c4)ccc13)CCCC2
? | -3% | ? | ? | -12% | -8% | ? | -3% | -1% | Cn1cccc1Cc1nnc(SCC(=O)NCc2ccco2)n1-c1ccc(F)cc1
8% | 44% | -7% | -9% | -1% | -4% | -12%[59 µM] | 2% | 8% | COCCNC(=O)CCSCc1ccccc1F
-39% | -16% | -14% | 75%[activator] | 2% | -15% | ? | 17% | -6% | Cc1cc(C(=O)O)ccc1NCc1ccncc1
18% | -14% | 186%[activator] | 8% | -6% | -10% | 22%[59 µM] | ? | 1% | Clc1ccccc1-c1cc(COc2ccc3ccccc3c2)no1
-1% | -23% | -14% | -1% | -7% | -1% | . | -4% | -6% | Cc1c(C=C2C(=O)c3ccccc3C2=O)cc(C#N)n1C
-9% | 12% | -22% | 35%[activator] | -4% | -8% | -18% | 20% | -13% | COc1ccc(OCCn2cnc3ccccc32)cc1
